High-throughput results from PubChem.
NCI-60 one-dose screen, 48 h, at 10 µM unless noted. Numbers give growth in % (100 = growth as untreated, 0 = no growth, -100 = all killed).
786-0 – 786-0 renal cancer cells. 81,000 tested, 5.1% active
UO-31 – UO-31 renal cancer; 81,000 tested, 5.2% active; AID 1794768
TK-10 – TK-10 renal cancer cells; 81,000 tested, 3.9% active; AID 1794769
SN12C – SN12C renal cancer cells; 81,000 tested, 3.8% active
RXF 393 – RXF 393 renal cancer cells; AID 1794773; 77,000 tested, 6.9% active
ACHN – ACHN renal cancer; 81,000 tested, 4.9% active; AID 1794771
A498 – A498 renal cancer cells | 76,000 tested, 5.4% active | AID 1794774
DU-145 – DU-145 prostate cancer; 81,000 tested, 4.2% active
CAKI-1 – CAKI-1 renal cancer; 75,000 tested, 4.7% active; AID 1794772
An asterisk follows results filed as active; / = no result given; & = joins results of further samples. Rule for the calls: active = growth percent below 10; inactive = the rest.

Field names – A = 786-0; B = UO-31; C = TK-10; D = SN12C; E = RXF 393; F = ACHN; G = A498; H = DU-145; I = CAKI-1
SMILES: CC(CCN1CCN(CCC(C)CC(C)(C)C)C1=O)CC(C)(C)C (stereo not given)
  A = 102 | B = 81 | C = 187 | D = 100 | E = 106 | F = 86 | G = 100 | H = 101 | I = 95
SMILES: Cc1[nH]c(-c2ccc3cc[nH]c3c2)c2c1C(=O)CCCC2
  A = 51 | B = 22 | C = 33 | D = 51 | E = 68 | F = 41 | G = 44 | H = 79 | I = 12
SMILES: CCCC=NCCCC
  A = 104 | B = 105 | C = 93 | D = 109 | E = 108 | F = 106 | G = 106 | H = 106 | I = 92
SMILES: OB(O)CC[C@H]1OC[C@H](O)[C@@H](O)[C@@H]1O
  A = 110 | B = 84 | C = / | D = 97 | E = 112 | F = 102 | G = 94 | H = 117 | I = 108
SMILES: CCCc1ccc(C)c(Br)c1
  A = 93 | B = 76 | C = 107 | D = 101 | E = 101 | F = 98 | G = 99 | H = 100 | I = /
SMILES: CCNC(=O)Oc1ccc(/C(=C(\C)c2ccccc2)c2ccc(OCCCN(C)C)cc2)cc1
  A = 64 | B = 55 | C = 84 | D = 81 | E = 76 | F = 98 | G = / | H = 92 | I = 84
SMILES: O=c1[nH]c(=O)c2nc3ccccc3nc2[nH]1
  A = 111 | B = 76 | C = 92 | D = 92 | E = 110 | F = 99 | G = 69 | H = 112 | I = 102
SMILES: CCC(Oc1ccc(N)cc1)C(=O)O (stereo not given)
  A = 97 | B = 95 | C = 89 | D = 97 | E = 98 | F = 108 | G = 119 | H = 101 | I = /
SMILES: Cc1ccc(-c2ccc(C(=O)N/N=C/c3ccc([N+](=O)[O-])cc3)c(C)n2)cc1
  A = 90 | B = 74 | C = 94 | D = 92 | E = 93 | F = 91 | G = 69 | H = 98 | I = /
SMILES: O=S(=O)(NC1CCN(Cc2ccccc2)CC1)c1ccc2ccccc2c1
  A = 58 | B = 43 | C = 55 | D = 49 | E = 56 | F = 70 | G = 85 | H = 76 | I = 61
SMILES: Cc1ccc(N(C(=O)CCc2c[nH]c3ccccc23)[C@H](C(=O)Nc2cccc([N+](=O)[O-])c2)c2cccc([N+](=O)[O-])c2)cc1
  A = 97 | B = 64 | C = 108 | D = 96 | E = 113 | F = 85 | G = 84 | H = 104 | I = 97
SMILES: O=C(O)C(O)c1ccc(Cl)cc1Cl (stereo not given)
  A = 95 | B = 95 | C = 97 | D = 101 | E = 113 | F = 100 | G = 93 | H = 113 | I = 101
SMILES: CCOC(=O)C(C(=O)CC(C)C)C(C)C (stereo not given)
  A = 109 | B = 101 | C = 115 | D = 113 | E = 117 | F = 105 | G = 115 | H = 119 | I = 99
SMILES: N/N=C(\N)NC(=O)c1ccccc1
  A = 102 | B = 87 | C = 104 | D = 107 | E = 116 | F = 108 | G = / | H = 113 | I = /
SMILES: O=C(NC1CCOC1=O)c1ccccc1 (stereo not given)
  A = 113 | B = 88 | C = 105 | D = 101 | E = 114 | F = 111 | G = 123 | H = 118 | I = 111
SMILES: C#CC(CCC)NCCCC (stereo not given)
  A = 110 | B = 89 | C = 102 | D = 97 | E = 102 | F = 109 | G = 90 | H = 107 | I = 108
SMILES: COc1ccc(C2=C(C#N)C(N)=NN3C(=N2)C(c2nc4ccccc4s2)=Cc2cc(Br)ccc23)c(OC)c1
  A = 103 | B = 65 | C = 146 | D = 85 | E = 114 | F = 82 | G = 74 | H = 110 | I = 98
SMILES: CC1=NC2=NN/C(=N\N)NN2C(c2ccccc2)=C1
  A = 108 | B = 83 | C = 147 | D = 98 | E = 116 | F = 101 | G = 91 | H = 105 | I = 92
SMILES: O=C1c2ccccc2C(=O)N1Cc1ccc([N+](=O)[O-])cc1Cl
  A = 101 | B = 74 | C = 107 | D = 89 | E = 112 | F = 100 | G = 88 | H = 117 | I = 104
SMILES: Cn1cc(-c2cc3nc(-c4cn(C)c5ncccc45)cc(N)n3n2)c2cc(Cl)ccc21
  A = -90* | B = -88* | C = -83* | D = -94* | E = -84* | F = -94* | G = -76* | H = -15* | I = -47*
SMILES: NC(=Nc1nc(-c2ccccn2)cc2ccccc12)c1ccccn1
  A = 3.8* | B = 2.9* | C = 31 | D = 26 | E = 1.1* | F = 8.1* | G = / | H = 1.8* | I = 3.0*
SMILES: COc1cc(/C=C/C(=O)C(C(=O)/C=C/c2ccc(OC(=O)CCNc3nnc(C)s3)c(OC)c2)C(=O)CCNc2nnc(C)s2)ccc1OC(=O)CCNc1nnc(C)s1
  A = -38* | B = / | C = 29 | D = -34* | E = -70* | F = -21* | G = 50 | H = -15* | I = -3.6*
SMILES: C=C(C)[C@@H]1CC[C@]2(C(=O)OC)CC[C@]3(C)[C@H](CC[C@@H]4[C@@]5(C)CC[C@H](NOCCCNCCC#N)C(C)(C)[C@@H]5CC[C@]43C)[C@@H]12
  A = 89 | B = 74 | C = 105 | D = 99 | E = 86 | F = 88 | G = 119 | H = 95 | I = 41
SMILES: O=[N+]([O-])c1ccc(S(=O)(=O)N2CCN(c3ccccc3)CC2)cc1
  A = 97 | B = 77 | C = 101 | D = 91 | E = 86 | F = 103 | G = 80 | H = 98 | I = 88
SMILES: CN1CCN(c2ccc(-c3ccc4ncc(C#N)c(Nc5ccc(F)c(Cl)c5)c4c3)cn2)CC1
  A = 53 | B = 29 | C = 34 | D = 63 | E = 27 | F = 17 | G = -7.0* | H = 27 | I = 27
SMILES: O=C1Nc2ccccc2[C@]12Oc1ccccc1[C@H]1CC(c3ccccc3)=NN12
  A = 96 | B = 74 | C = 162 | D = 98 | E = 96 | F = 96 | G = 132 | H = 106 | I = 69
SMILES: COc1cc2c(cc1OC)C1CC(C)=C(c3ccccc3)CN1CC2 (stereo not given)
  A = 94 | B = 66 | C = 101 | D = 87 | E = 94 | F = 95 | G = 78 | H = 110 | I = 82
SMILES: CCN(CC)CCOc1nc2c3ccc(Cl)cc3nn2c2ccccc12
  A = 24 | B = -13* | C = 51 | D = 20 | E = 7.7* | F = 8.9* | G = -12* | H = 26 | I = 17
SMILES: Cc1cc([N+](=O)[O-])c(=O)[nH]c1C
  A = 106 | B = 82 | C = 102 | D = 96 | E = 119 | F = 98 | G = 91 | H = 105 | I = 107
SMILES: C[C@]12CC[C@@H]3c4ccc(OS(=O)(=O)O)cc4CC[C@H]3[C@@H]1CC[C@@H]2NS(=O)(=O)c1cccc(C(F)(F)F)c1
  A = 100 | B = 87 | C = 111 | D = 103 | E = 109 | F = 96 | G = 105 | H = 107 | I = 98

An excerpt from the list above, for reference:
Field names – A = 786-0; B = UO-31; C = TK-10; D = SN12C; E = RXF 393; F = ACHN; G = A498; H = DU-145; I = CAKI-1
SMILES: CC(CCN1CCN(CCC(C)CC(C)(C)C)C1=O)CC(C)(C)C (stereo not given)
  A = 102 | B = 81 | C = 187 | D = 100 | E = 106 | F = 86 | G = 100 | H = 101 | I = 95
SMILES: Cc1[nH]c(-c2ccc3cc[nH]c3c2)c2c1C(=O)CCCC2
  A = 51 | B = 22 | C = 33 | D = 51 | E = 68 | F = 41 | G = 44 | H = 79 | I = 12
SMILES: CCCC=NCCCC
  A = 104 | B = 105 | C = 93 | D = 109 | E = 108 | F = 106 | G = 106 | H = 106 | I = 92
SMILES: OB(O)CC[C@H]1OC[C@H](O)[C@@H](O)[C@@H]1O
  A = 110 | B = 84 | C = / | D = 97 | E = 112 | F = 102 | G = 94 | H = 117 | I = 108
SMILES: CCCc1ccc(C)c(Br)c1
  A = 93 | B = 76 | C = 107 | D = 101 | E = 101 | F = 98 | G = 99 | H = 100 | I = /
SMILES: CCNC(=O)Oc1ccc(/C(=C(\C)c2ccccc2)c2ccc(OCCCN(C)C)cc2)cc1
  A = 64 | B = 55 | C = 84 | D = 81 | E = 76 | F = 98 | G = / | H = 92 | I = 84
SMILES: O=c1[nH]c(=O)c2nc3ccccc3nc2[nH]1
  A = 111 | B = 76 | C = 92 | D = 92 | E = 110 | F = 99 | G = 69 | H = 112 | I = 102

The list goes on.
Field names – A = 786-0; B = UO-31; C = TK-10; D = SN12C; E = RXF 393; F = ACHN; G = A498; H = DU-145; I = CAKI-1
SMILES: O=C1C=CC(=O)N1c1cccc2cccnc12
  A = 108 | B = 87 | C = 112 | D = 104 | E = 127 | F = 102 | G = 93 | H = 105 | I = 98
SMILES: Cc1ccc(/C=C/C(=O)c2ccc(S(=O)(=O)NCCNc3nc(N(C)C)nc(N4CCOCC4)n3)cc2)cc1
  A = 73 | B = 73 | C = 112 | D = 86 | E = 85 | F = 101 | G = 96 | H = 95 | I = 65
SMILES: O=C1CSC(c2ccccc2O)N1c1nnc(Cn2nnc3ccccc32)o1 (stereo not given)
  A = 96 | B = 71 | C = / | D = 88 | E = 93 | F = 93 | G = 84 | H = 102 | I = 73
SMILES: COc1ccc(/C=C/C(=O)O)cc1OC
  A = 105&102 | B = 97&100 | C = 93&102 | D = 105&101 | E = 111&107 | F = 112&104 | G = 104 | H = 111&108 | I = 101
SMILES: O=C(Nc1cccc(-c2nc3ccccc3[nH]2)c1)c1ccc(C(=O)Nc2cccc(-c3nc4ccccc4[nH]3)c2)cc1
  A = 107 | B = 101 | C = 155 | D = 101 | E = 122 | F = 106 | G = 127 | H = 87 | I = 102
SMILES: COc1ccc(CCNC(=O)C(O)[C@H](Cc2ccccc2)NC(=O)c2oc3cc(OC)ccc3c(=O)c2C)cc1 (stereo not given in full)
  A = 106 | B = 87 | C = 105 | D = 96 | E = 117 | F = 109 | G = 135 | H = 121 | I = 94
SMILES: COc1ccc(/C=C/C(=O)c2nnn(-c3ccc(C(=O)O)cc3)c2C)cc1OC
  A = 98 | B = 79 | C = 113 | D = 92 | E = 112 | F = 91 | G = / | H = 104 | I = 96
SMILES: CCCCCCN(CCCCCC)CCC(O)c1ccc2ccccc2c1 (stereo not given)
  A = 54 | B = 38 | C = 72 | D = 59 | E = 47 | F = 69 | G = 48 | H = 74 | I = 53
SMILES: O=C1Nc2ccccc2/C1=C\C(=O)c1ccccc1
  A = 99 | B = 83 | C = 103 | D = 104 | E = 99 | F = 97 | G = 96 | H = 111 | I = 88
SMILES: CCOC(=O)C(=O)c1c[nH]c2ccc(OCc3ccccc3)cc12
  A = 101 | B = 69 | C = 112 | D = 99 | E = 108 | F = 103 | G = / | H = 115 | I = 86
SMILES: N#CCCOCC(COc1ccccc1)OCCC#N (stereo not given)
  A = 105 | B = 103 | C = 97 | D = 99 | E = / | F = 110 | G = / | H = 109 | I = 103
SMILES: O=C(O)c1c[nH]c(=O)c([N+](=O)[O-])c1
  A = 110 | B = 99 | C = 118 | D = 104 | E = 112 | F = 111 | G = 106 | H = 102 | I = 109
SMILES: Fc1ccc(Nc2csc(Nc3cnccn3)n2)cc1
  A = 99 | B = 77 | C = 113 | D = 96 | E = 110 | F = 101 | G = / | H = 107 | I = 83
SMILES: O=C(Nc1ccccc1)Nc1ccc(OCc2ccc(Cl)cc2)cc1
  A = 100 | B = 87 | C = 111 | D = 90 | E = 101 | F = 91 | G = 106 | H = 94 | I = 86
SMILES: O=C1N=C(c2c(-c3[nH]c(=O)c4ccc(Br)cc4c3O)c(O)c3ccccc3c2O)C(=O)c2cc(Br)ccc21
  A = -63* | B = -65* | C = -39* | D = -75* | E = -76* | F = -54* | G = / | H = -38* | I = -72*
SMILES: COc1ccc(/C(=C\c2ccc3c(c2)OCO3)C(=O)Nc2nc3ccc(Cl)cc3s2)cc1OC
  A = 89 | B = 64 | C = 120 | D = 111 | E = 107 | F = 98 | G = 90 | H = 100 | I = 80
SMILES: COc1ccc2c(c1)CC[C@@H]1[C@@H]2CC[C@]2(C)C3C(=CC(COC(C)=O)C4C(=O)c5c(OC)cccc5C(=O)C43)C[C@@H]12 (stereo not given in full)
  A = 80 | B = 59 | C = 80 | D = 104 | E = 75 | F = 95 | G = 121 | H = 90 | I = /
SMILES: COC(=O)C1=NNCC1C(=O)OC (stereo not given)
  A = 100 | B = 76 | C = 107 | D = 106 | E = 112 | F = 107 | G = 93 | H = 111 | I = 97
SMILES: O=C1CSC(c2cccc([N+](=O)[O-])c2)N1c1nnc(Cn2cnnc2)o1 (stereo not given)
  A = 95 | B = 78 | C = 104 | D = 93 | E = / | F = 93 | G = 117 | H = 118 | I = 73
SMILES: Nc1nc2ccccc2n2cc3ccccc3c12
  A = 93 | B = 69 | C = 126 | D = 90 | E = / | F = 85 | G = 98 | H = / | I = 89
SMILES: Cn1c2ccccc2c2nc3ccccc3c(Cl)c21
  A = 112 | B = 58 | C = 124 | D = 88 | E = 98 | F = 93 | G = 56 | H = 109 | I = 83
SMILES: N#Cc1c(-c2cccs2)nc(N2N=C(c3ccccc3)CC2c2ccc(F)cc2)[nH]c1=O (stereo not given)
  A = 90 | B = 64 | C = 125 | D = 104 | E = 114 | F = 97 | G = 120 | H = 103 | I = /
SMILES: COC(=O)CCCCCCCC(OC)OC
  A = 112 | B = 81 | C = 99 | D = 110 | E = 123 | F = 102 | G = 103 | H = 115 | I = 99
SMILES: c1ccc(-n2ccc(-c3nnnn3Cc3nc4ccccc4[nH]3)n2)cc1
  A = 91 | B = 60 | C = 121 | D = 96 | E = 101 | F = 91 | G = 95 | H = 97 | I = 88
SMILES: O=S(=O)(Nc1ncccn1)c1ccc(Nc2nc(-c3ccncc3)cs2)cc1
  A = 110 | B = 105 | C = 139 | D = 99 | E = 156 | F = 102 | G = 110 | H = 102 | I = /
SMILES: CNS(=O)(=O)c1ccc(Cl)cc1
  A = 88 | B = 103 | C = 90 | D = / | E = 102 | F = 100 | G = 103 | H = 113 | I = 96
SMILES: Cc1ccccc1C(=O)c1ccccc1C(=O)O
  A = 98 | B = 90 | C = 97 | D = 105 | E = 118 | F = 111 | G = 126 | H = 110 | I = 89
SMILES: O=C1CCC(C(=O)NNc2ccc(C(F)(F)F)cc2)N1 (stereo not given)
  A = 97 | B = 69 | C = 117 | D = 96 | E = 118 | F = 89 | G = 113 | H = 99 | I = 66
SMILES: O=C1C(Cl)=C(Nc2cccc(C(F)(F)F)c2)C(=O)N1c1ccc(Cl)cc1
  A = 84 | B = 78 | C = 84 | D = 83 | E = 82 | F = 81 | G = 81 | H = 96 | I = 80
